High-throughput results deposited in PubChem BioAssay by Sanford-Burnham Center for Chemical Genomics.
TAG inh: reduces triacylglycerol accumulation in H9c2 cells. Nile Red lipid (TAG) fluorescence; cells loaded with 200 µM oleic acid. inhibition, % at 12.5 µM. 0.66% of 230,000 active;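 active means pattern-corrected inhibition of lipid staining of at least 50% with the nuclear-stain viability signal not falling by more than 50%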;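 further: 0% = DMSO wells and 100% = triacsin C control wells; some results filed as inactive read as strong as hits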
TAG inh DAPI viability: also measured in TAG inh; calls as there; DAPI nuclei signal change (viability), lower = more cytotoxic, %;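 whole-well DAPI fluorescence read on a plate reader as a viability signal; minus 50 percent equals half of cells still viable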
* marks the source's active call; other numbers are inactive results. The list is partial; count on the stated rates, not on these rows.

SMILES	TAG inh	TAG inh DAPI viability
COc1ccc(C(=O)Nc2ccccc2N2CCOCC2)cc1Br	-3.1	3.0
Cc1nc2sc3c(c2c(=O)n1NC(=O)CCBr)CCCC3	9.8	1.7
Cc1ccsc1C(=O)NC1CCCCC1C (stereo not given)	12.1	1.0
O=C1/C(=C/c2cccnc2)SC(=S)N1Nc1ccccc1	-2.2	0.7
O=C(O)CCCn1cc(NC(=O)COc2ccccc2)cn1	-7.2	2.6
CC(=O)NC(c1ccccc1)c1nc(-c2cccc(F)c2)cs1 (stereo not given)	-8.5	5.7
CCN(CC)S(=O)(=O)c1ccc(C)c(NC(=O)Cn2c(=O)cnc3ccccc32)c1	-15.8	2.2
NC(=O)C1CCN(C(=O)c2ccc(Cl)c(S(=O)(=O)N3CCCCCC3)c2)CC1	-18.9	-1.5
c1ccc(CCNc2nc(-c3ccccn3)nc3ccccc23)cc1	21.8	-21.1
CC(=O)c1ccc(C(=O)Nc2ccc(N3CCOCC3)cc2)cc1	12.1	-7.5
O=CNn1cnc2c(oc3nc(-c4ccccc4)cc(-c4ccco4)c32)c1=O	26.2	150.9
CCOC(=O)N1CCN(C(=O)c2ccc(OCC)c(OCC)c2)CC1	-5.7	4.0
O=S1(=O)CCN(Cc2ccc(Cl)c(Cl)c2)CC1	10.8	-0.8
Nc1ccc(C(=O)N/N=C/c2cccc(Oc3ccccc3)c2)cc1	-33.5	-9.5
Cc1cccc(C)c1OCC(=O)NNC(=O)c1ccoc1C	5.9	11.9
COc1ccc(C(=O)N2CCN(S(=O)(=O)c3ccc4c(c3)OCCO4)CC2)cc1	-7.0	-3.3
CC(O)(c1ccccc1)c1nc(-c2cc3ccccc3o2)cs1 (stereo not given)	-7.4	15.7
CCOC(=O)C(/C=C(\C#N)C(=O)OCC)=C(/N)N1CCN(c2ccc(Cl)cc2)CC1	0.3	-0.8
Cc1ccc(NC(=O)Nc2nnc(-c3ccccc3F)s2)cc1	5.8	-3.6
Cc1nc2sc(C(=O)Nc3ccccc3Cc3ccccc3)c(C)c2c(=O)[nH]1	5.2	2.2
O=C(O)c1cccc(Nc2nc(-c3cc4ccccc4oc3=O)cs2)c1	9.2	-3.9
O=C(NNC(=S)Nc1ccccc1C(F)(F)F)c1cccnc1	3.1	-9.8
O=C(c1ccc(Br)cc1)c1cc([N+](=O)[O-])ccc1N1CCCCC1	59.3*	-25.1*
CCCn1c(=O)n(C)c(=O)c2c(SCC(=O)Nc3cc(C)on3)nc(C(C)(C)C)nc21	39.4	-9.4
COc1cc(C(=O)ON=C2C=C(C)C(=O)C(C)=C2)cc(OC)c1OC	14.4	2.6
CC1CCCN(C(=O)CCCn2c(=S)[nH]c3ccccc3c2=O)C1 (stereo not given)	23.4	-12.7
COc1ccc(NC(=O)CN(C)C(=O)c2ccc(COc3ccccc3)o2)cc1	-5.5	-3.4
Cc1ccc(S(=O)(=O)N2CCOCCOCCOCCOCCOCC2)cc1	2.6	-10.4
COc1cc(OC)c(C(=O)NNC(=O)c2ccccc2-n2cccc2)cc1OC	-5.9	-1.3
CC(=O)O[C@@H](C[C@@H](C)C1=C2C[C@H](O)C3[C@@]4(C)CCC(=O)C(C)(C)C4CC[C@]3(C)[C@@]2(C)CC1)[C@H]1OC1(C)C (stereo not given in full)	4.5	-5.5
Cc1cccc2nc(-c3cccnc3)c(Nc3ccccc3)n12	-13.0	11.5
CCOC(=O)N1CCC(NC(=O)CCCC(=O)O)CC1	1.7	1.8
COc1ccccc1NC(=O)N(C1CCCC1)C1CCN(C(C)=O)CC1	-0.7	1.2
Cc1cc(C)n(CC(=O)c2ccccc2)c(=O)c1C#N	12.7	-8.6
Cn1c(CN2CCCC2)nc2cc(NC(=O)COc3ccccc3)ccc21	3.6	14.7
Cc1nnc2ccc(N3CCN(c4cccc(C(F)(F)F)c4)CC3)nn12	19.8	2.5
N#CCC(=O)Nc1ccc(C(=O)OCC(=O)c2c[nH]c3ccccc23)cc1	-3.3	3.2
Cc1cc(C)cc(N(CC(=O)NCC2CCCO2)S(=O)(=O)c2c(C)noc2C)c1 (stereo not given)	4.9	5.2
CCCCC(=NCCO)C1=C(O)C(C(=O)OC)C(C)(C)CC1=O (stereo not given)	-3.5	-3.6
Cc1ccc(-c2nn(-c3ccccc3)cc2C(=O)NCCCN2CCCC2=O)cc1	-11.4	-1.4
O=C1C(Br)=C(c2ccccc2)C(c2ccccc2)=C1c1ccccc1	110.3	-78.2
CSCCC(NS(=O)(=O)c1ccccc1F)C(=O)Nc1ccncc1 (stereo not given)	0.5	6.9
CC1(C)CC(=O)C=C(c2n[nH]nc2-c2ccc(F)c(F)c2)C1	-0.2	6.1
Nc1nnnn1/N=C/c1ccccc1OCc1ccccc1	-78.9	16.3
N#CCCN(CCC#N)C(=S)NC1CC2C=CC1C2 (stereo not given)	-7.0	-1.5
C[C@H](CO)N1C[C@H](C)[C@@H](CN(C)C(=O)Nc2ccccc2)Oc2ccc(NS(=O)(=O)c3cn(C)cn3)cc2C1=O	7.6	1.0
CC1(C)CC(=O)CC(C)(C)N1OC(=O)c1ccco1	-4.4	2.3
CN(Cc1ccc2nonc2c1)Cc1nc(Cc2cccc(F)c2)no1	-18.5	0.9
CC1CC(C)CN(S(=O)(=O)c2ccc3c(c2)NC(=O)C(C)C(=O)N3)C1 (stereo not given)	1.9	-2.9
CC(=O)Oc1ccc2cc(-c3cccnc3)c(=O)oc2c1	-4.4	62.3
CC1(c2cccc(Br)c2)NC(=O)N(CC(=O)Nc2ccc3c(c2)OCO3)C1=O (stereo not given)	-9.8	-1.0
O=C(NN1CCOCC1)c1cc(Cl)ccc1Cl	-8.5	0.4
Cc1ccc(S(=O)(=O)N2CCOCC2)cc1NC(=O)CNc1ccccc1N1CCCC1=O	-1.8	1.0
Clc1ccc2nc(CSCc3ccccc3)cn2c1	-11.3	0.0
CC(C(=O)N1CCc2ccccc21)N1CCc2ccccc2C1 (stereo not given)	-19.1	-3.8
CC(C)C(=O)NC(=S)Nc1c(Cl)ccc2nsnc12	-4.3	3.7
OCCC1CN(Cc2nc3ccccc3[nH]2)CCN1C1CCCC1 (stereo not given)	-9.2	-2.4
CN(C(=O)C1CCOC1)c1nnc(-c2ccncc2)s1 (stereo not given)	13.1	1.2
Cc1ccc(Nc2ncnc3c2cnn3C)c(C)c1	16.2	-13.5
CN1CCc2c(sc(NC(=O)C3CCN(S(=O)(=O)c4cccs4)CC3)c2C(N)=O)C1	-4.9	-0.2

(continued)
SMILES	TAG inh	TAG inh DAPI viability
Cc1ccccc1NC(=O)N1C2CCC1CC(O)(c1cccnc1)C2 (stereo not given)	8.3	-5.4
COc1ccc2ccccc2c1/C=N/NC(=O)c1cccc(Br)c1	-2.5	5.0
CCCCCOC(=O)C1=C(C)Nc2ncnn2C1c1cccs1 (stereo not given)	11.5	-3.2
Cc1nn(-c2ccccc2)c(CC(C)(C)C(=O)O)c1C(=O)O	9.8	-1.3
Cn1c2ccccc2c(=O)c2ccc(NCc3ccc4c(c3)OCO4)cc21	-3.4	8.8
COc1cccc(NC(=S)N(CCCN2CCN(C)CC2)Cc2ccco2)c1	18.1	-12.7
COc1cc2c(C(=O)N3CCCc4ccccc43)cn(C)c(=O)c2cc1OC	-1.6	-7.5
C/C(=N\NC(=O)c1ccc(Cl)cc1)c1ccc(Br)s1	3.0	-12.2
COc1ccc(-n2c(SCC(=O)Nc3ccccc3)nc(O)cc2=O)cc1	-12.3	6.2
CC(C)Cc1ccc(C(C)C(N)=Nc2ccc(O)cc2)cc1 (stereo not given)	9.3	-8.3
C(=C\N1CCCCCC1)/c1nnnn1-c1ccc(-c2ccccc2)cc1	-10.3	4.0
CCOC(=O)c1c(NC(=O)CCC(=O)NCc2ccco2)sc2c1CCCC2	12.4	5.8
C=C1CC[C@@H]2[C@](C)(CCC[C@@]2(C)/C=C/[C@@H](O)C(C)(C)O)[C@H]1CC(=O)NCCS(=O)(=O)O	1.1	9.8
CCOC(=O)c1ccc(NC=C2C(=O)OC3(CCCCC3)OC2=O)cc1	3.1	-10.1
Cc1cnc(C(=O)OC(C(=O)c2c[nH]c3ccccc23)c2ccccc2)cn1 (stereo not given)	0.2	-8.4
COc1ccccc1N1CCN(C(=O)Nc2ccc(F)c(Cl)c2)CC1	24.5	-2.1
N#C/C(C(=O)c1ccccc1)=C1/CCCCCN1	3.7	8.5
COc1ccc(N(CC(=O)NCCSc2ccccc2)S(C)(=O)=O)cc1	-0.3	-3.7
Cc1ccc(CN2CCC(C)(Oc3ccc(Cl)cc3)C2)cc1 (stereo not given)	-6.3	2.4
CCOc1ccc(/C=C2\SC(=S)N(N3C(=O)C4CC4C3=O)C2=O)cc1 (stereo not given)	-19.4	6.3
CC(C)NC(=O)C(C)Oc1ccc(S(=O)(=O)NCc2ccc3c(c2)OCO3)cc1 (stereo not given)	9.4	4.5
CCOC(=O)Cc1nnn(CC(=O)OCC)n1	-1.2	6.7
CCOC(=O)c1ccc(-n2c(=O)[nH]c3ccccc3c2=O)cc1	-10.5	1.7
CC1=NN(c2cccc(Cl)c2)C(=O)C1	2.2	2.2
COC(=O)C1=C(N)OC2=C(C(=O)CC(C)(C)C2)C1c1cc2c(cc1Cl)OCO2 (stereo not given)	1.8	-3.9
Cc1ccc(-c2cc(-c3ccccc3)no2)c(O)c1	-8.5	12.5
Cc1cc(F)ccc1S(=O)(=O)N1CCCOC1CNC(=O)C(=O)NCCN1CCOCC1 (stereo not given)	-11.2	0.1
COc1cc(OC)cc(C(=O)NC2CCN(CCCOc3ccccc3)CC2)c1	3.8	-12.9
COc1ccccc1CNC(=O)C1CCN(S(=O)(=O)c2ccc3c(c2)C(C)(C)C(=O)N3C)CC1	-8.4	-7.1
CCOc1cccc2sc(N(CCCN(C)C)C(=O)Cc3ccccc3)nc12	1.6	-1.8
CN(c1ccccc1)S(=O)(=O)c1ccc(NC(=O)C2CC2)cc1	7.5	2.5
Cc1cc2c(c(=O)n1CC1CCCO1)C(c1ccco1)C(C#N)=C(N)O2 (stereo not given)	18.3	-0.5
CC(=O)C[C@@H](O)CC(=O)[C@@H]1OC(=O)CCCCCCCCc2ccccc21	20.5	3.6
CO/N=C(\Cn1ncc(N2CCOCC2)c(Br)c1=O)c1ccc(Cl)cc1	-1.7	-5.0
O=C(CSc1nnc(Cc2ccccc2)o1)Nc1ccc(N2CCOCC2)cc1	-22.1	1.0
O=C(NCc1csc(-c2ccccc2)n1)c1ccco1	0.2	1.8

Next part; the last six above are carried over.
SMILES	TAG inh	TAG inh DAPI viability
CN(c1ccccc1)S(=O)(=O)c1ccc(NC(=O)C2CC2)cc1	7.5	2.5
Cc1cc2c(c(=O)n1CC1CCCO1)C(c1ccco1)C(C#N)=C(N)O2 (stereo not given)	18.3	-0.5
CC(=O)C[C@@H](O)CC(=O)[C@@H]1OC(=O)CCCCCCCCc2ccccc21	20.5	3.6
CO/N=C(\Cn1ncc(N2CCOCC2)c(Br)c1=O)c1ccc(Cl)cc1	-1.7	-5.0
O=C(CSc1nnc(Cc2ccccc2)o1)Nc1ccc(N2CCOCC2)cc1	-22.1	1.0
O=C(NCc1csc(-c2ccccc2)n1)c1ccco1	0.2	1.8
COC(=O)n1c(=O)oc2ccc(S(=O)(=O)N3CCCCC3)cc21	17.2	-8.9
COc1ccc(C(=O)NCc2ccncc2)cc1S(=O)(=O)N1CCOCC1	-14.7	9.8
Cc1ccc(CN2[C@@H](CC(C)C)COCCS2(=O)=O)cc1	-7.5	2.1
O=C(NCc1nc2ccccc2[nH]1)c1c(F)c(F)c(F)c(F)c1F	4.9	5.9
COc1ccc(CNC(=O)Cn2cc([N+](=O)[O-])nc2C)cc1	-13.5	1.0
CCOc1ccccc1C(=O)N/N=C/c1cccc2cccnc12	-7.4	4.8
COc1ccc(C(=O)NCc2ccc3[nH]c(C)cc3c2)cc1OC	-9.7	4.1
O=C(COc1ccc([N+](=O)[O-])cc1Cl)N(C1CCCCC1)C1CCS(=O)(=O)C1 (stereo not given)	4.4	-2.6
Cc1noc(C)c1CSc1nnc(-c2ccncc2)n1-c1cccc(Cl)c1C	22.5	-3.7
Cn1ncc(C#N)c1/N=C/N(Cc1ccccc1)Cc1ccccc1	9.0	-2.1
CC(OC(=O)C1CCC1)C(=O)Nc1cc(Cl)cc(Cl)c1 (stereo not given)	-13.6	10.3
N#CCCn1cc(/C=C(\C#N)c2nc3ccccc3s2)c(-c2ccc(F)cc2)n1	29.5	-29.4
Cc1c(C(=O)O)oc2c1ccc1ccccc12	16.6	-8.5
COc1ccnc(Oc2ccc(F)cc2)c1-c1ncn[nH]1	1.7	-2.4
O=C(Nc1nnc(C2CC2)s1)c1cccc(S(=O)(=O)N2CCc3ccccc32)c1	4.0	-6.8
C=CCSc1ccsc1C(=O)O	9.6	-9.3
c1ccc2c(-c3cc(C4CCNCC4)[nH]n3)cccc2c1	24.8	5.8
O=C(Nc1ccccc1)N1C(=O)C2(OCCO2)c2ccccc21	-7.8	-1.8
CN1CCN(C(=O)c2ccc(CNS(=O)(=O)c3ccc(F)c(Cl)c3)cc2)CC1	-8.2	3.9
CCOC(=O)c1ccc(NC(=O)CCOc2ccccc2)cc1	8.1	5.8
Cc1cc(NC(=O)CCC2CCCCC2)no1	32.8	-15.8

In a second layout: results already given
Structure: c1ccc2c(-c3cc(C4CCNCC4)[nH]n3)cccc2c1
  TAG inh: 24.8 | TAG inh DAPI viability: 5.8
Structure: O=C(Nc1ccccc1)N1C(=O)C2(OCCO2)c2ccccc21
  TAG inh: -7.8 | TAG inh DAPI viability: -1.8
Structure: CN1CCN(C(=O)c2ccc(CNS(=O)(=O)c3ccc(F)c(Cl)c3)cc2)CC1
  TAG inh: -8.2 | TAG inh DAPI viability: 3.9
Structure: CCOC(=O)c1ccc(NC(=O)CCOc2ccccc2)cc1
  TAG inh: 8.1 | TAG inh DAPI viability: 5.8
